# proCasp3 act = activators of human procaspase-3 D3A mutant, primary screen, biochemical, absorbance, PC-3 D3A mutant, single concentration; recombinant procaspase-3 D3A, Ac-DEVD-pNA absorbance 405 nm; activation, % at 8.5 µM; 0.11% of 330,000 active; AID 463141, 2010;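 active means activation above the mean of all tested compounds plus 3 SD, cut at about 21% in these data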;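 further: 0% = DMSO alone and 100% = DMSO wells spiked with extra 5 µM PC-3 D3A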
#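 Technique: 405 nm absorbance of p-nitroaniline, reads at 0 and 120 min; Test system: Procaspase-3 D3A mutant; Incubation: 1 h enzyme-compound preincubation, then 2 h substrate reaction, 25 °C; Repeats: singlicate, each compound tested once; Benchmarks: low control DMSO wells, high control DMSO plus 5 µM PC-3 D3A.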
# MEP2 TOR yeast = modulators of MEP2-GFP levels in yeast, primary screen, S. cerevisiae, multiplex flow cytometry, MLPCN library | 0.51% of 330,000 active | GFP response vs DMSO, % at 10 µM | S. cerevisiae MEP2-GFP strain, 3 h; 100% = DMSO control level;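 active means GFP response versus DMSO above a set limit, roughly screen mean plus 3 SD, cut at about 180% in these data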;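 further: median GFP fluorescence of the barcode-gated MEP2-GFP cells per well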
# AGP1 TOR yeast = modulators of AGP1-GFP expression in yeast TOR pathway, primary screen, cell-based, multiplex flow cytometry, S. cerevisiae, MLPCN library | AID 2066, 2009 | 3 h; GFP as percent of DMSO wells | GFP response vs DMSO, % at 10 µM | 0.02% of 320,000 active;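 active means GFP response relative to DMSO above a set limit, near screen average plus 3 SD, cut at about 150% in these data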;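 further: median GFP channel fluorescence of the gated AGP1 strain per well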
# RPL19A-GFP yeast = RPL19A-GFP expression modulators in yeast, primary screen, cell-based, S. cerevisiae, multiplex flow cytometry, MLPCN; S. cerevisiae RPL19A-GFP strain, 3 h; active compounds read low; percent response vs DMSO, % at 10 µM; 0.3% of 330,000 active; AID 2025, 2009;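 active means percent response vs DMSO below 50%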;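 further: median channel GFP fluorescence of the barcoded RPL19A-GFP strain; ratio of sample median GFP to plate DMSO average so 100% = DMSO; lower means less RPL19A-GFP as with rapamycin TOR inhibition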
# procasp7 counter = procaspase-7 activators, primary screen, counter-screen for procaspase-3 activator project, biochemical, absorbance, HTS, human | Caspase-7 (Homo sapiens), P55210 | recombinant procaspase-7, Ac-DEVD-pNA absorbance 405 nm; D23A/D198A/D206A triple mutant, cannot self-cleave; scale: DMSO 0, 5 µM enzyme 100 | activation, % at 8.5 µM | 0.093% of 330,000 active;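 active means percent activation above the screen-wide mean plus 3 SD, cut at about 25% in these data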
#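 Assay system: Uncleavable procaspase-7 mutant enzyme | Input: 2 µM procaspase-7 mutant as dispensed | Timing: 1 h compound preincubation, 2 h substrate cleavage, 25 °C | Repeats: One well per compound | Control set: DMSO wells as 0%, DMSO with 5 µM added PC-7 as 100% | Technique: Epi-absorbance of released pNA at 405 nm, two timepoints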
# AHR activator = AHR activators, primary screen, cell-based, luminescence, luciferase reporter, human. activation, % at 5 µM. Aryl hydrocarbon receptor (Homo sapiens), P35869. 2.5% of 320,000 active. AHR-responsive luciferase reporter cells; in the data active means activation above about 47%;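 further: 0% = vehicle wells and 100% = reference agonist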
# Target sequence (P35869 whole entry, looked up): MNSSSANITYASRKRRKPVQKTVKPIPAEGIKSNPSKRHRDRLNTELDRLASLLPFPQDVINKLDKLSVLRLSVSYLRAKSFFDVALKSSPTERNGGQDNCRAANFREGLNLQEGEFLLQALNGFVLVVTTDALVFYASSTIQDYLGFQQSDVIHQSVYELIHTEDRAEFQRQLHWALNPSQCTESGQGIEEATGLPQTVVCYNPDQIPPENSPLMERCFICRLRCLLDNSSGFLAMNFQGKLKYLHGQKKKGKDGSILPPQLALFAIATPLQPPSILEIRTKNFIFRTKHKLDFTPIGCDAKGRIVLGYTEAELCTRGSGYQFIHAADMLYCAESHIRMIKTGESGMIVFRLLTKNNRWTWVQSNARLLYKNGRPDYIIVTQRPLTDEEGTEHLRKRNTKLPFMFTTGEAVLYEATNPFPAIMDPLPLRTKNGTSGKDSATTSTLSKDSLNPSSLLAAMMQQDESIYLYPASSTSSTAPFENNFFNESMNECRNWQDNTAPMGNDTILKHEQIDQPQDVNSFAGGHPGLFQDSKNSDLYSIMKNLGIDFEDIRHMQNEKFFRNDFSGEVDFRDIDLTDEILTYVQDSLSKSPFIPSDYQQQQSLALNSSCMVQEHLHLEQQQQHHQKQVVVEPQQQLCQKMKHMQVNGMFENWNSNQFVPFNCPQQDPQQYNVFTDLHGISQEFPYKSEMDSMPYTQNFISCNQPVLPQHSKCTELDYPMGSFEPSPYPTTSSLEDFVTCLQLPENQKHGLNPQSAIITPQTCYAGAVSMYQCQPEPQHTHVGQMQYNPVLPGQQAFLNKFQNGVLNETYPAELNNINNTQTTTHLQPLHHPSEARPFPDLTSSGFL
# LAP4 TOR yeast = modulators of LAP4-GFP expression in yeast, primary screen, S. cerevisiae, multiplex flow cytometry, MLPCN library; 3 h; median GFP as percent of DMSO wells; GFP response vs DMSO, % at 10 µM; 0.34% of 320,000 active; AID 2023, 2009;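 active means GFP response vs DMSO above a set limit, about the screen mean plus 3 SD, cut at about 150% in these data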
# CIT2-GFP yeast = modulators of CIT2-GFP expression in yeast, primary screen, S. cerevisiae, GFP fusion, multiplex flow cytometry, MLPCN library. S. cerevisiae CIT2-GFP strain, 3 h; 100 means same as DMSO wells. AID 2029, 2009. 0.065% of 320,000 active. GFP response vs DMSO, % at 10 µM;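 active means GFP response relative to DMSO above a set limit, near the screen mean plus 3 SD, cut at about 150% in these data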;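 further: ratio of well median GFP fluorescence to mean of DMSO wells on the plate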
# * = called active by the depositor; · = no result given.
SMILES,proCasp3 act,MEP2 TOR yeast,AGP1 TOR yeast,RPL19A-GFP yeast,procasp7 counter,AHR activator,LAP4 TOR yeast,CIT2-GFP yeast
COc1cc(NS(=O)(=O)c2ccc(NC(=O)/C(=C/c3ccccc3Cl)NC(=O)c3ccccc3)cc2)nc(OC)n1,1,105,104,98,4,-4,95,97
CC1=CC(=O)C=CC1(C)C(Cl)(Cl)Cl (stereo unspecified),-4,102,103,102,7,-1,95,90
COc1ccc(C(=O)n2cnc3ccccc32)cc1[N+](=O)[O-],-10,98,99,102,0,15,94,103
O=C(CCC(=O)N1CCN(c2ccc(C(F)(F)F)cn2)CC1)c1cccs1,2,95,92,96,-6,-3,94,92
COc1cc(-c2cc(-c3ccc(F)cc3)nc(N)c2C#N)ccc1O,9,103,93,95,-5,7,110,81
CCN(C(=O)CSc1nc(N)cc(=O)[nH]1)c1c(N)n(Cc2ccccc2)c(=O)[nH]c1=O,-1,105,114,104,-1,4,114,102
CCCCc1n(CC(=O)c2ccc(Cl)cc2)c2ccccc2[n+]1C,3,110,108,111,8,-2,93,108
Cc1cccc(N2C(=O)C(O)=C(C(=O)c3cccs3)C2c2ccc(C(C)C)cc2)n1 (stereo unspecified),-20,89,95,98,-8,2,95,86
O=c1c2cc(Br)ccc2nc2n1CCCCC2,4,105,102,102,3,-5,102,103
Cc1cccn2c(=O)c(C=O)c(N3CCN(C)CC3)nc12,-1,104,98,101,-3,3,92,105
COC(=O)c1c(-c2ccccc2)c[nH]c1C,-3,100,99,101,-2,4,119,97
C/C(CCC(=O)OC[C@H]1O[C@H](C#Cc2ccccc2)C=C[C@@H]1Oc1ccc(C)cc1)=N\OC[C@@H](O)[C@H]1O[C@@H]2OC(C)(C)O[C@@H]2[C@H]1O,0,95,91,103,-6,1,128,109
N#CC1=C2SCN(c3ccccc3)CN2C(=O)CC1c1ccccc1Cl (stereo unspecified),-13,96,91,95,-22,13,96,92
OCC1(Cc2ccccc2Cl)CCN(C/C=C/c2ccccc2)CC1,-3,99,101,97,2,1,98,96
O=C(CC(=O)N/N=C/c1ccc(Cl)cc1Cl)NCc1ccccc1,-2,103,99,97,11,1,97,99
CCOCCCN(C(=O)c1snc(C(N)=O)c1N)C(C(=O)NC1CCCC1)c1ccc(F)cc1 (stereo unspecified),3,108,101,107,5,-2,93,104
CC(C)NC(=O)CCNC(=O)c1ccc(F)cc1,2,99,98,97,5,3,97,102
CCOCCCN1CC(C(=O)NCCc2ccccc2)CC1=O (stereo unspecified),2,104,106,100,10,0,98,109
S=c1[nH]nc(-c2n[nH]c3c2CCC3)n1/N=C/C=C/c1ccco1,-8,109,·,102,-19,16,·,·
CCCCNC(=O)CC1N=C2c3ccccc3N=C(SCC(=O)Nc3cccc(C)c3)N2C1=O (stereo unspecified),8,108,107,107,3,5,106,115
Cc1ccc(NC(=O)N2CCCC2C(=O)NCc2ccccc2Cl)cc1 (stereo unspecified),3,108,100,105,-2,-1,94,108
O=C(CCNC(=O)c1ccccc1Cl)Nc1cccc(S(=O)(=O)N2CCOCC2)c1,-3,95,101,97,-4,2,100,101
NNC(=O)CC12CC3CC(C1)CC(n1ncnn1)(C3)C2,2,92,94,101,0,15,89,94
C/C(=N\NC(=O)c1n[nH]c2c1CCC2)c1cccs1,-4,91,109,89,0,-12,108,100
Cc1cc(NC(=O)C2C3C(=O)N(CCC(C)C)C(C(=O)NCc4ccccc4)C34C=CC2(C)O4)no1 (stereo unspecified),-4,98,100,97,10,5,97,103
CCOC(=O)N1CCN(C(=O)c2cc3c(=O)n4ccccc4nc3s2)CC1,0,122,98,104,0,8,102,109
Cc1ccc(C2c3[nH]c4ccccc4c3C[C@H]3C(=O)N(c4ccccc4C(=O)NCCCN4CCOCC4)C(=O)N23)cc1 (stereo partly specified),7,104,109,102,-5,4,107,107
COc1cccc2c1OCC(C(=O)NCc1ccc(Cl)cc1Cl)=C2,-3,94,97,98,0,3,108,78
CCOc1ccc(NC(=O)COC(=O)Cc2ccsc2)cc1,1,93,89,93,-1,2,91,88
COc1ccc(CNC(=O)CCS(=O)(=O)c2ccc3c(c2)CCN3C(C)=O)cc1,-7,100,109,101,5,0,112,99
Cc1ccc(S(=O)(=O)Nc2cccc(N(C)S(C)(=O)=O)c2)cc1[N+](=O)[O-],0,96,101,96,3,0,104,103
Cc1cc(C)c(C#N)c(SCCN2CCOCC2)n1,-5,100,·,102,-1,-1,·,·
O=C(Cn1ncc2c3ccccc3n(Cc3ccccc3F)c2c1=O)NCC1CCCO1 (stereo unspecified),11,117,108,109,-1,1,107,115
CCC(Sc1nc2ccccc2c(=O)[nH]1)C(=O)O (stereo unspecified),3,98,104,100,11,0,103,98
CCS(=O)(=O)c1ccc(O)c(NC(=O)COc2ccc(OC)cc2)c1,10,111,113,111,4,3,107,114
CCCCS(=O)(=O)Nc1ccc(C(=O)NCC2CCCO2)cc1 (stereo unspecified),1,101,106,100,-2,0,104,103
COc1ccc(CNC(=S)Nc2ccc(Br)cc2)cc1,1,110,92,94,6,1,103,95
CCN1CCN(c2ncnc3c2cnn3-c2ccc(C)cc2C)CC1,2,107,108,99,10,3,97,103
CN(C(=O)c1cnccn1)c1c(N)n(Cc2ccccc2)c(=O)[nH]c1=O,-8,105,106,100,-5,-1,103,101
CC1=C(CC/C(C)=N/NC(N)=S)C(C)(C)CCC1,-3,97,97,89,-10,3,111,87
COc1cc(CN2CC(=O)N(c3cccc(Cl)c3C)C2=S)cc(OC)c1OC,-19,99,102,105,-5,0,100,111
CN(CC(=O)Nc1ccc(Cl)cc1)C(=O)c1ccc(NS(=O)(=O)c2ccc3[nH]c(=O)[nH]c3c2)cc1,-3,105,105,101,2,0,106,104
O=C(Nc1ccc2c(c1)oc1ccccc12)N1CCOCC1,5,112,94,97,8,1,103,93
Cc1cc(C)nc(NC(=O)c2cccc(Br)c2)n1,3,103,99,103,6,32,93,103
CCN(CC)C(=O)c1cc2c(=O)n3cccc(C)c3nc2s1,4,102,105,103,6,47*,106,103
O=C(Nc1cc(Oc2ccc(Cl)cc2)cc([N+](=O)[O-])c1)c1ccco1,-10,109,92,104,-6,40,98,99
CCOc1ccc(S(=O)(=O)NCC(c2ccc3c(c2)OCO3)N2CCN(C)CC2)cc1 (stereo unspecified),-1,94,110,102,9,3,104,106
O=C(NS(=O)(=O)N1CCOCC1)C1=C(N2CCCC2)COC1=O,-3,92,92,96,10,-2,107,95

# Structural class, the entries above with a nitro group on carbon.
SMILES,proCasp3 act,MEP2 TOR yeast,AGP1 TOR yeast,RPL19A-GFP yeast,procasp7 counter,AHR activator,LAP4 TOR yeast,CIT2-GFP yeast
COc1ccc(C(=O)n2cnc3ccccc32)cc1[N+](=O)[O-],-10,98,99,102,0,15,94,103
Cc1ccc(S(=O)(=O)Nc2cccc(N(C)S(C)(=O)=O)c2)cc1[N+](=O)[O-],0,96,101,96,3,0,104,103
O=C(Nc1cc(Oc2ccc(Cl)cc2)cc([N+](=O)[O-])c1)c1ccco1,-10,109,92,104,-6,40,98,99

# Given with values under each structure: part of the list above
# Results follow in this order: proCasp3 act | MEP2 TOR yeast | AGP1 TOR yeast | RPL19A-GFP yeast | procasp7 counter | AHR activator | LAP4 TOR yeast | CIT2-GFP yeast
CCOCCCN(C(=O)c1snc(C(N)=O)c1N)C(C(=O)NC1CCCC1)c1ccc(F)cc1 (stereo unspecified)
    3 | 108 | 101 | 107 | 5 | -2 | 93 | 104
CC(C)NC(=O)CCNC(=O)c1ccc(F)cc1
    2 | 99 | 98 | 97 | 5 | 3 | 97 | 102

# 5 entries from above, with tabs.
Compound	proCasp3 act	MEP2 TOR yeast	AGP1 TOR yeast	RPL19A-GFP yeast	procasp7 counter	AHR activator	LAP4 TOR yeast	CIT2-GFP yeast
CCN1CCN(c2ncnc3c2cnn3-c2ccc(C)cc2C)CC1	2	107	108	99	10	3	97	103
CN(C(=O)c1cnccn1)c1c(N)n(Cc2ccccc2)c(=O)[nH]c1=O	-8	105	106	100	-5	-1	103	101
CC1=C(CC/C(C)=N/NC(N)=S)C(C)(C)CCC1	-3	97	97	89	-10	3	111	87
COc1cc(CN2CC(=O)N(c3cccc(Cl)c3C)C2=S)cc(OC)c1OC	-19	99	102	105	-5	0	100	111
CN(CC(=O)Nc1ccc(Cl)cc1)C(=O)c1ccc(NS(=O)(=O)c2ccc3[nH]c(=O)[nH]c3c2)cc1	-3	105	105	101	2	0	106	104

# Later entries:
SMILES,proCasp3 act,MEP2 TOR yeast,AGP1 TOR yeast,RPL19A-GFP yeast,procasp7 counter,AHR activator,LAP4 TOR yeast,CIT2-GFP yeast
COc1cccc(CNC(=O)C2CC(=O)N(C3CCCCCCC3)C2)c1 (stereo unspecified),-3,100,98,99,0,-1,94,101
O=c1[nH]n2c(C(F)(F)F)cc(C3CC3)nc2c1N=Nc1ccccc1,-5,90,94,92,1,-4,107,84
CCc1oc(C(=O)OC)cc1CSC(=N)N,4,106,108,102,7,0,107,103
Cc1nn(-c2ccccc2)c(C)c1C(=O)OCC(=O)NC12CC3CC(CC(C3)C1)C2,-3,99,95,94,-3,-1,96,91
CCC1CCCCN1C(=O)COC(=O)c1cc2ccccc2cc1O (stereo unspecified),-5,124,110,100,5,0,96,83
Cn1c(CNc2nc3ccccc3n2CCN2CCCCC2)nc2ccccc21,0,100,101,100,-1,5,95,102
O=C(COC(=O)c1ccc(O)cc1O)Nc1ccc(Cl)cn1,13,89,97,94,7,5,97,92
COc1ccc(S(=O)(=O)Nc2ccc(S(=O)(=O)N3CCCC3)cc2)cc1,13,101,100,101,16,-2,103,109
Cc1cc(Br)ccc1NC(=O)CNC(=O)c1ccc(-n2cncn2)c([N+](=O)[O-])c1,1,94,110,98,3,5,116,96
O=C(Nc1cccc(-n2cnnn2)c1)c1ccc(Cl)cc1Cl,1,100,103,98,10,2,99,100
S=C(Nc1ccc2nc(-c3ccccn3)c(-c3ccccn3)nc2c1)N1CCCCCC1,-10,105,88,94,-15,5,91,92
OCc1ccc(-c2ccccc2)c(-c2ccccc2)c1,-7,101,106,98,-1,-2,109,91
Fc1ccc(-n2nnc(-c3ccccc3Cl)n2)cc1,3,109,100,100,1,1,103,107

# Screening results: PubChem BioAssay, several laboratories
